# Polio RdRp inh: poliovirus RNA polymerase inhibition. P03300. poliovirus polymerase elongation, fluorescence polarization; stronger effect = lower value. % elongation, % (compound at 16.7 µg/mL). 150,000 tested, 0.66% active; in the data active = % elongation below about 90%; note: some results filed as inactive read as strong as hits
# Target sequence (P03300 1749-2209 limits assumed): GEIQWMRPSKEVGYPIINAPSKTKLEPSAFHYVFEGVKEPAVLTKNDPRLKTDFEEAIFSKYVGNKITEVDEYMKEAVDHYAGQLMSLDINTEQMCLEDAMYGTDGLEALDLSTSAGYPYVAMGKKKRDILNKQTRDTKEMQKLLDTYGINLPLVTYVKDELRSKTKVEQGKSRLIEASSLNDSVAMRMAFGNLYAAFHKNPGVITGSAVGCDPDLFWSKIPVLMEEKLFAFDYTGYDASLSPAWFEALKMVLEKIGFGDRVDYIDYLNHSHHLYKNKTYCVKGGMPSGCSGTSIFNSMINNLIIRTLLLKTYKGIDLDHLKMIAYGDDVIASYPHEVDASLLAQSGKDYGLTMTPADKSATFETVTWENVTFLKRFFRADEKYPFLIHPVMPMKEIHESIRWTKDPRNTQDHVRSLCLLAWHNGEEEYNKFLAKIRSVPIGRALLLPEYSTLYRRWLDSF
# Polio RdRp inh FP z-score: second read-out of Polio RdRp inh, no call of its own (marks repeat the call); z-score; measured here: FP z-score; hits read low
# Numbers without * were called inactive; & = joins results of further samples.
item	canonical_smiles	Polio RdRp inh	Polio RdRp inh FP z-score
1	CC(C)(C)C1COC(CC2=NC(C(C)(C)C)CO2)=N1 (stereo not drawn)	100.0	0.1
2	COC(=O)c1ccccc1NC(=O)Nc1ncn(Cc2cccc(C(F)(F)F)c2)n1	102.0	1.1
3	Cc1c(C(=O)Nc2cc(F)ccc2F)sc2nc(-c3ccc(F)cc3)cn12	104.0	-0.6
4	COC(=O)c1sccc1S(=O)(=O)N(CC(=O)Nc1cc(F)ccc1F)c1ccc(C)c(C)c1	106.0	0
5	CCCn1c(CCC(=O)NCc2ccc(Cl)cc2)nc2cccnc21	100.0	0.1
6	N#Cc1ccc(NC(=O)c2cc(-c3cccc(Cl)c3)on2)cc1	105.0	0.3
7	O=C(COC(=O)c1ccc(Br)o1)Nc1c(Cl)cccc1Cl	103.0	1
8	CN(C(=O)c1cc2c(Cl)nc3ccccc3c2s1)C1CCCCC1	105.0	1.4
9	O=C(N=C=S)c1ccc(Cl)cc1	97.0	-0.3
10	Cc1coc2cc3oc(=O)c(CCC(=O)N4CCCC4)c(C)c3cc12	100.0	-0.8
11	COc1ccc(Nc2cc(C)nc3ccc(OC)cc23)cc1	100.0	-0.1
12	NS(=O)(=O)c1ccc(CNC(=O)c2ccccn2)cc1	99.0	-0.6
13	CN(C)S(=O)(=O)c1cccc(-c2nnc3n2N=C(c2ccccc2)C(CC(=O)O)S3)c1 (stereo not drawn)	75.0*	-4*
14	CCCCn1c(N)c(N(C)C(=O)c2ccc(NC(=O)CSc3nnnn3C)cc2)c(=O)[nH]c1=O	103.0	0.2
15	CCOc1nc(NC(C)C)nc(NC(C)C)n1	104.0	0.6
16	COC(=O)CSc1nc(C)cc(N2CCOCC2)n1	104.0	0.4
17	CN(C(=O)c1cccc(Nc2ccc(-c3ccc4c(c3)OCCO4)nn2)c1)C1CCCCC1	100.0	-0.4
18	CCOc1ccc(C2C3=C(CCCC3=O)N(CC)C3=C2C(=O)CCC3)cc1	105.0	0.2
19	CN(C)c1ccc(/C=C(\C#N)S(C)(=O)=O)c(F)c1C#N	106.0	0.5
20	COc1ccccc1NC(=O)Cc1nc(CN2CC(C)OC(C)C2)cs1 (stereo not drawn)	113.0	1.5
21	COc1cccc(-n2ccn(CC(=O)Nc3ccccc3F)c(=O)c2=O)c1	106.0	-0.1
22	COC(=O)CNC(=O)Nc1cc(C(=O)NCc2ccc(C)cc2)ccc1N1CCCC1	98.0	-1.3
23	COC(=O)c1ccc(COC(=O)c2oc3ccccc3c2COC(C)C)o1	100.0	0
24	O=[P+](O)c1ccc(Cl)cc1	93.0	-0.6
25	O=S(=O)(Cc1ccco1)Cc1nc(-c2ccc(-c3ccccc3)cc2)cs1	105.0	0
26	COc1ccc(-c2nc(CSCC(=O)N3CCN(c4cc(Cl)ccc4C)CC3)c(C)o2)cc1	100.0	-0.7
27	Cc1cc(C(C)(C)C)ccc1OCCN(C)C	98.0	-0.6
28	CN(C(=O)CCCOc1ccc(Cl)cc1Cl)C1CCCCC1	107.0	0.3
29	CCOC(=O)c1oc2ccccc2c1COC(=O)c1c(C)nn(-c2ccc(F)cc2)c1Cl	102.0	-0.2
30	Cc1ccc(NC(=O)COc2cccc3c2CCNC3=O)cc1Cl	103.0	0.1
31	CCCCn1c(SCC(=O)C(C#N)c2nc(C)cs2)nc2cc(S(N)(=O)=O)ccc21 (stereo not drawn)	108.0	0.8
32	N#Cc1ccc(CN(c2ccncc2)S(=O)(=O)c2ccccc2)cc1	107.0	0.4
33	Cc1cccc(C)c1NC(=S)N1CC(C)OC(C)C1 (stereo not drawn)	105.0	0.2
34	COc1ccccc1CC(C)N (stereo not drawn)	103.0	0.3
35	Cc1cc(C)n(-c2nc(C)c(C)c(=O)n2CC(=O)Nc2ccc(OC(F)(F)F)cc2)n1	111.0	1.1
36	COc1ccc2nc(NC(=O)CN(C)S(=O)(=O)c3cccs3)sc2c1	102.0	0.2
37	N#Cc1c[nH]n2c(NC3CCCCC3)c(-c3cccc(Cl)c3)nc12	107.0	-0.1
38	COCCNc1nc2ccccc2c2nc(-c3cccnc3)nn12	102.0	-0.1
39	COC(=O)C1=C(C)N(C(C)c2ccccc2)C(=O)/C1=C\c1ccco1 (stereo not drawn)	101.0	-0.1
40	Cc1ccc(NC(=O)c2cc(S(=O)(=O)N3CCCCCC3)ccc2F)cc1F	109.0	0.3
41	Cc1ccc(SCCC(=O)N(C)C)cc1	101.0	0.3
42	O=C(NCCc1ccc(Cl)cc1)c1nc(-c2cccnc2)no1	102.0	-0.1
43	O=C1N=C(O)CN1/N=C/c1ccc(-c2ccc([N+](=O)[O-])cc2)o1	101.0	0.2
44	COc1ccc(-n2c(-c3ccccc3)csc2=NC(=O)c2ccccc2)cc1	101.0	0
45	CC(C)C(=O)N1CCN(S(=O)(=O)c2ccc(F)cc2)CC1	107.0	0.4
46	COc1ccc(CC2CC3CCN2CC3)cc1 (stereo not drawn)	100.0	-0.2
47	O=C1c2[nH]nc(-c3ccccc3O)c2C(c2cccc(OCc3ccccc3)c2)N1CCO (stereo not drawn)	112.0	1.4
48	c1cncc(-c2noc(-c3cc(C4CC4)[nH]n3)n2)c1	101.0	0
49	C=CCn1c(-c2ccco2)nn(C2CC(O)(O)C3OCC2O3)c1=S (stereo not drawn) (tested in a mixture with another compound)	111.0	0.7
50	O=C(Nc1cccc(F)c1)NC1CCCC1	101.0	-0.7

# Further results
item	canonical_smiles	Polio RdRp inh	Polio RdRp inh FP z-score
51	CCc1nc2ccccc2n1CCC(N)=O	101.0	-0.8
52	CCc1nn(CC(=O)NCCCN(CC)CC)c(=O)c2cc3sc(C)cc3n12	113.0	0.7
53	Cc1ccc(NC(=O)c2ccccc2NS(C)(=O)=O)cc1C	97.0	-1.9
54	O=C(c1ccco1)N1CCN(CC(O)COCc2cccs2)CC1 (stereo not drawn)	108.0	-0.2
55	COc1cccc(N2C(C)=CC(=C(C#N)C#N)C=C2C)c1	100.0	0
56	COc1cc(/C=N/c2oc(C)c(C)c2C#N)cc(Br)c1O	147.0	3.6
57	COc1ccc(NC(=O)c2nc(SCc3ccc(F)cc3)ncc2Cl)cc1	108.0	0.2
58	CCCOC(=O)c1c(NC(=O)CSc2nc(-c3ccco3)cc(C(F)(F)F)n2)sc(C(=O)N(C)C)c1C	99.0	-0.7
59	Cc1cccc(C)c1OCc1cc(=O)n2ccsc2n1	104.0	-0.8
60	Cc1oc(CC(C)C)c(CN2CCOCC2)c1C(=O)O	103.0	0.2
61	COC(=O)COc1ccc2c(=O)c(-c3ccc4c(c3)OCCO4)c(C)oc2c1	100.0	-0.3
62	Cn1nc(-c2ccc(C(=O)Nc3ccc(OC(F)(F)F)cc3)cc2)c2ccccc2c1=O	106.0	0.5
63	Cc1cc(C)cc(NS(=O)(=O)c2cc3[nH]c(=O)c(=O)[nH]c3cc2C)c1	107.0	0.2
64	CSc1ccccc1NC(=O)CSc1ncccn1	102.0	0
65	CCCNS(=O)(=O)c1ccc(OCC(=O)NCCC2=CCCCC2)cc1	101.0	0.4
66	C=CCNc1oc(Cc2ccccc2)nc1C#N	100.0	-0.3
67	CC(C)OC1(O)C(=O)c2ccccc2C(=O)C1(O)OC(C)C (stereo not drawn)	9.0*	-8.9*
68	O=C(Nc1cccc(O)c1)C1CC(c2cccc(Br)c2)=NO1 (stereo not drawn)	104.0	0.4
69	O=C1CC2(CCN(C(=O)c3ccccc3)CC2)Oc2ccccc21	104.0	0.6
70	Cc1ccc(OCCn2c(CC(C)(C)C)nc3ccccc32)cc1	105.0	1.3
71	CCN(c1ccccc1)S(=O)(=O)c1ccc(C(=O)N2CCN(c3ncccn3)CC2)cc1	98.0	-0.5
72	Cn1c2c(c(=O)n(C)c1=O)CN(C1CCCC1)CN2	102.0	0
73	Cc1ccc(-n2nc(C)c3c(C)c(CCC(=O)NCc4ccc(Cl)cc4)c(C)nc32)cc1	107.0	0.1
74	CC1=C(c2ccccc2)S(=O)(=O)NC1=NC1CCN(Cc2ccccc2)CC1	101.0	-0.5
75	CCCN1CCN(CCCNC(=O)c2ccc(CS(=O)c3ccc(OC)cc3)o2)CC1 (stereo not drawn)	105.0	-0.3
76	Cc1cccc(Nc2cc(Nc3ccc4c(c3)n(C)c(=O)n4C)ncn2)c1	102.0	0.4
77	COCCNC(=O)c1ccc2c(c1)N(Cc1c(F)cccc1Cl)C(=O)c1ccccc1S2	113.0	1.1
78	CCOCCc1nn2c(=O)cc(COC(=O)c3ccc4c(c3)OCO4)nc2s1	114.0	1.6
79	Cc1ccc(S(=O)(=O)N2CCN(C3=CC(=O)CC(C)(C)C3)CC2)cc1	100.0	-0.4
80	O=C1CC(c2cccc(O)c2)C2=C(CC(c3ccc(F)cc3)CC2=O)N1 (stereo not drawn)	100.0	0
81	Nc1no[n+]([O-])c1C(=O)NCCO	100.0	-0.4
82	O=C(NC(=S)N1CCN(c2ccccc2)CC1)c1ccccc1	101.0	0
83	CCOC(=O)COc1ccc2c(C)cc(=O)oc2c1	106.0	0.3
84	O=C(COc1ccccc1)Nc1c(C(=O)c2ccccc2)oc2ccccc12	104.0	0.6
85	CCOC(=O)Cn1c(=N)n(CCOc2ccc(OC)cc2)c2ccccc21	104.0	-1.2
86	COc1ccc(Cn2nnc(C(=O)Nc3cc(OC)ccc3OC)c2N)cc1	98.0	-2.2
87	COc1ccc(C(=O)N2CCN(C(C)C)CC2)cc1	105.0	0.2
88	CCOc1ncccc1C(=O)Nc1ccnn1C(C)C1CC1 (stereo not drawn)	96.0	-0.6
89	O=C(O)CCCNC1=NCCN1	100.0	-0.8
90	COc1ccc(C2CC(c3nc4ccccc4[nH]3)=NN2C(=O)c2ccc(Br)o2)cc1 (stereo not drawn)	102.0	0.4
91	O=C(NCCn1cc(SCc2ccc(C(F)(F)F)cc2)c2ccccc21)c1ccccc1F	106.0	0.5
92	Cc1cccc(NC(=O)COC(=O)CC2CCCC2)c1C	108.0	0.2
93	O=C(O)c1cc(N=Cc2ccccc2)ccc1O	100.0	0
94	O=C(NCc1ccc2c(c1)OCO2)c1ccc2c(c1)N(Cc1ccccc1)C(=O)c1ccccc1S2=O (stereo not drawn)	100.0	-0.6
95	CN1C(C)(C)CC(NC(=O)Nc2ccc(F)cc2)CC1(C)C	103.0	0.3
96	O=c1[nH]c2ccc(NCc3ccccc3F)cc2[nH]1	104.0	-0.6
97	CSc1nc2ccccc2c(=O)n1-c1ccc(F)cc1F	103.0	0.3
98	COC(=O)c1ccc(-c2nc3ccccc3o2)cc1	101.0	-0.3
99	CCOc1ccc(CCNC(=O)c2cccc(Nc3nc4ccccc4nc3-n3nc(C)cc3C)c2)cc1OCC	112.0	2.1
100	CCOCC(=O)N1CCN(CC)CC1	102.0	0.6

# The last 7 compounds of the part above lead into the next.
item	canonical_smiles	Polio RdRp inh	Polio RdRp inh FP z-score
94	O=C(NCc1ccc2c(c1)OCO2)c1ccc2c(c1)N(Cc1ccccc1)C(=O)c1ccccc1S2=O (stereo not drawn)	100.0	-0.6
95	CN1C(C)(C)CC(NC(=O)Nc2ccc(F)cc2)CC1(C)C	103.0	0.3
96	O=c1[nH]c2ccc(NCc3ccccc3F)cc2[nH]1	104.0	-0.6
97	CSc1nc2ccccc2c(=O)n1-c1ccc(F)cc1F	103.0	0.3
98	COC(=O)c1ccc(-c2nc3ccccc3o2)cc1	101.0	-0.3
99	CCOc1ccc(CCNC(=O)c2cccc(Nc3nc4ccccc4nc3-n3nc(C)cc3C)c2)cc1OCC	112.0	2.1
100	CCOCC(=O)N1CCN(CC)CC1	102.0	0.6
101	O=C(CN1C(=O)c2ccccc2S1(=O)=O)N1CCc2ccccc2C1	99.0	-1.3
102	CSc1ccc(/C=C/c2nc3ccccc3n2S(=O)(=O)c2ccc(Br)cc2)cc1	106.0	-0.9
103	COc1ccccc1NC(=O)c1cn(-c2ccccc2)nc1-c1cccnc1	102.0	0.6
104	COc1ccccc1N1CCN(c2ccc(=O)n(CC(=O)NCc3ccc(OC(C)C)cc3)n2)CC1	107.0	0
105	CCCCN(C)C(=O)c1oc(=O)c2ccccc2c1-c1ccc(C)cc1	103.0	0.4
106	CCOC(=O)c1c(C)oc2c1c(C=NC(C)c1ccccc1)c(O)c1ccccc12 (stereo not drawn)	102.0	0
107	Cc1cccn2c(=O)cc(CSc3nnc(NC(=O)COc4ccc(F)cc4)s3)nc12	111.0	1.1
108	Cc1cccc(NC(=O)CSc2nc3ccc(NC(=O)COc4ccccc4F)cc3s2)c1	111.0	0.9
109	CCN(CC)/C(C)=N/S(=O)(=O)c1ccc(Cl)cc1	102.0	0.2
110	CCOC(=O)Cn1c(=O)oc2cc(S(=O)(=O)N3CCN(c4ccccc4F)CC3)ccc21	100.0	-0.4
111	CC(=O)NC1=NN(C(C)=O)C(/C=C/c2ccccc2)S1 (stereo not drawn)	102.0	0.3
112	CCCCNC(=O)c1cc2cccnc2n(Cc2ccccc2)c1=O	104.0	1.6
113	CC/C(=C(/CC)c1ccc(O)cc1)c1ccc(O)cc1	100.0&101.0	0&0.3
114	O=P(O)(C1Cc2ccccc2C1)C(O)c1ccco1 (stereo not drawn)	86.0	-3.3
115	O=C1CC(c2nc3ccccc3[nH]2)CN1c1ccccc1Cl (stereo not drawn)	104.0	0.9
116	COc1ccc(-c2cc(C)no2)cc1S(=O)(=O)Nc1ccc(CN2CCCCC2)cc1	98.0	-2.1
117	CC1(C)CC(=O)C2=C(C1)OC1=C(C(=O)CC(C)(C)C1)C2c1cccnc1	103.0	-0.1
118	CCCN1CCN(c2cc3c(cc2F)c(=O)c(S(=O)(=O)c2ccc(Cl)cc2)cn3C)CC1	107.0	0
119	CCc1ccc(NC(=O)CC2C(=O)N(c3ccc(Cl)cc3)C(=O)N2Cc2cccs2)cc1 (stereo not drawn)	110.0	0.6
120	Cc1cc(Br)ccc1NC(=O)CCS(=O)(=O)c1cccc2nonc12	104.0	-0.2
121	Cc1c(C(=O)OC2CCCCC2)[nH]c2c1C(=O)CC(c1ccc(C(C)(C)C)cc1)C2 (stereo not drawn)	109.0	1
122	Cc1ccc(C(=O)Nc2cccc(C(F)(F)F)c2)cc1	99.0	-1

# Not all compounds are listed; the hit share may differ from the screen's.
